Assay outcomes from PubChem BioAssay.
PAFAH1B3 inh: inhibitors of human PAFAH1B3; 340,000 compounds, 0.28% hits; inhibition, % at 3.39 µM; recombinant PAFAH1B3, FP-rhodamine probe, fluorescence polarization; AID 492972;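 active = inhibition above the screen-wide average of all tested compounds plus 3 SD, cut at about 25% in these data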;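 also: 0% = enzyme with DMSO only and 100% = wells lacking PAFAH1B3 protein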
PME-1 primary: blocks human protein phosphatase methylesterase 1 | recombinant PME-1, FP-Rh probe fluorescence polarization | inhibition, % at 5.9 µM | 320,000 compounds, 0.53% hits | AID 2130 | Q9Y570;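 active = inhibition above the campaign mean of all compounds plus 3 SD, cut at about 26% in these data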;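 also: competitive labeling of PME-1 active site by serine hydrolase directed probe; 0% = PME-1 with DMSO and 100% = wells lacking PME-1 enzyme; inhibitors block probe labeling so polarization falls and inhibition rises; many of its hits are not listed in these tables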
Target sequence (Q9Y570 whole entry, looked up): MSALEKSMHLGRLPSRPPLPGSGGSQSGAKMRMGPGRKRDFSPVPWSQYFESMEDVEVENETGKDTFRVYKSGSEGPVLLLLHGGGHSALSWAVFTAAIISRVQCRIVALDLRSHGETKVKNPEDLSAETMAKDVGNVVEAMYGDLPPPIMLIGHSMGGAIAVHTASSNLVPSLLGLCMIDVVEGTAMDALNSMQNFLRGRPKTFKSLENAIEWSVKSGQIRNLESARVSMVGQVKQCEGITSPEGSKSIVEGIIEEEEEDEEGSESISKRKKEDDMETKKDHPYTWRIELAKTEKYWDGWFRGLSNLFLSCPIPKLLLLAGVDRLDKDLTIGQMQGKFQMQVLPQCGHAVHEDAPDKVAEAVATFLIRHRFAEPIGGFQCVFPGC
PAFAH1B2 FP inh: inhibitors of human PAFAH1B2 | P68402 | recombinant PAFAH1B2, FP-rhodamine activity probe, fluorescence polarization | inhibition, % at 3.39 µM | 340,000 compounds, 1.2% hits | AID 492953;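 active = inhibition above the mean of all tested compounds plus 3 SD, cut at about 24% in these data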;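 also: 0% = enzyme with DMSO and 100% = wells lacking PAFAH1B2; many of its hits are not listed in these tables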
Target sequence (P68402 whole entry, looked up): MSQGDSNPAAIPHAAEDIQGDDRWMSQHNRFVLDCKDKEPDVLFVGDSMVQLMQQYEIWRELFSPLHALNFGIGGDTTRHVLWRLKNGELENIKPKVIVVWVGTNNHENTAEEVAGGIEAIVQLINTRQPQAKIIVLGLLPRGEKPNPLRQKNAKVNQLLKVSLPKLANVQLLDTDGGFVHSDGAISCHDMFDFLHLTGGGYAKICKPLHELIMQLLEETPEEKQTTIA
Fam108B counter: counter-screen for RBBP9 inhibitors: inhibitors of mouse Fam108B. recombinant Fam108B, FP-Rh probe fluorescence polarization. inhibition, % at 9.51 µM. 300,000 compounds, 0.33% hits. AID 1947;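 active = inhibition above the screen mean inhibition plus 3 SD, computed separately per campaign, cut at about 18% in these data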;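 also: inhibitors lower polarization as less probe binds the enzyme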
GSTO1 inh: counter-screen for RBBP9 inhibitors: inhibitors of human GSTO1. 300,000 compounds, 1.1% hits. P78417. inhibition, % at 5.96 µM. AID 1974. recombinant GSTO1, activity-based probe fluorescence polarization;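 active = inhibition above the campaign mean inhibition plus 3 SD, cut at about 35% in these data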;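 also: 0% = GSTO1-1 with DMSO and 100% = wells lacking GSTO1-1 enzyme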
Target sequence (P78417 whole entry, looked up): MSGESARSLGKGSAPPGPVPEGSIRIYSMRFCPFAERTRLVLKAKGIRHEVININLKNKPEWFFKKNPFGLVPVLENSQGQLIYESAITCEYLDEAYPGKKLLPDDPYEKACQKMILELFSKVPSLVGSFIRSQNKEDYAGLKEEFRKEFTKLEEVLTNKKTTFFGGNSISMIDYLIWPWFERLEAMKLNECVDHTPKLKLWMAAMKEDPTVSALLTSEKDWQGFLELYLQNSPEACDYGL
PAD4 inh: PAD4 (human) enzyme inhibition; AID 485272; inhibition, % at 6.36 µM; recombinant PAD4, RCA probe fluorescence polarization; Q9UM07; 330,000 compounds, 0.41% hits;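 active = percent inhibition above a cutoff equal to the mean of all tested compounds plus 3 SD, cut at about 15% in these data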;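 also: 0% = PAD4 with RCA probe and DMSO and 100% = probe without PAD4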
PAFAH2 FP inh: PAFAH2 (human) inhibition | Q99487 | recombinant PAFAH2, FP-rhodamine activity probe, fluorescence polarization | inhibition, % at 3.39 µM | 340,000 compounds, 0.99% hits | AID 492956;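 active = inhibition above the mean over all tested compounds plus 3 SD, cut at about 30% in these data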;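 also: inhibitors block probe labeling of enzyme so polarization drops; 0% = enzyme with DMSO and 100% = wells lacking PAFAH2 protein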
pPAFAH inh: inhibitors of human plasma PAF acetylhydrolase (pPAFAH) | recombinant pPAFAH, FP-rhodamine probe fluorescence polarization | inhibition, % at 3.39 µM | 330,000 compounds, 1.5% hits | AID 463082;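 active = inhibition above the mean inhibition across the screen plus 3 SD, cut at about 25% in these data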;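 also: inhibitors block binding of the rhodamine activity-based probe so polarization drops; 0% = enzyme with DMSO and 100% = wells lacking pPAFAH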
LYPLA1 inh: blocks human lysophospholipase 1, a PME1 counter-screen; recombinant LYPLA1, FP-Rh probe fluorescence polarization; inhibition, % at 5.9 µM; 320,000 compounds, 0.16% hits;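 active = inhibition above the mean of all tested compounds plus 3 SD, set per campaign, cut at about 14% in these data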;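 also: inhibitors block serine hydrolase probe labeling of LYPLA1 so polarization falls; 0% = enzyme with DMSO and 100% = wells lacking LYPLA1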
* = called active by the depositor; · = no result given. Not all compounds are listed (hit frequency here may not be typical).

SMILES	PAFAH1B3 inh	PME-1 primary	PAFAH1B2 FP inh	Fam108B counter	GSTO1 inh	PAD4 inh	PAFAH2 FP inh	pPAFAH inh	LYPLA1 inh
CN1CCN(S(=O)(=O)c2cccc(C(=O)Nc3sc4c(c3C(N)=O)CCCC4)c2)CC1	14	-5	3	-1	13	3	5	4	-2
N/C(=N\OC(=O)Cc1ccccc1)c1cccc(Br)c1	7	-7	30*	5	0	-2	5	0	0
CCOC(=O)C1C(=O)NC(N2CCOCC2)=NC1c1ccco1 (centres undefined)	6	-10	3	3	3	-7	-5	3	4
CCCCN(CCCC)CCCNC(=O)C12CN(Cc3ccccc3)CC1C(c1cccc([N+](=O)[O-])c1)=NO2 (centres undefined)	1	2	4	1	0	-6	2	0	0
Cc1sc2ncn(CC(=O)NCc3ccco3)c(=O)c2c1-c1ccc(F)cc1	1	1	-3	-4	0	0	-2	17	0
Cc1nc2ccccc2c(=O)n1/N=C/c1cccs1	3	2	1	0	1	-3	6	1	1
CCOC(=O)Nc1ccc2c(c1)N(C(=O)CCN1CCN(CCO)CC1)c1ccccc1CC2	2	-4	-1	0	1	-5	0	-2	-1
CCOC(=O)C1=C(C)N(CCCC(=O)O)C(=O)NC1c1ccccc1OC(=O)c1cccs1 (centres undefined)	·	-3	·	-1	6	1	·	4	4
CC(C)CS(=O)(=O)C1=NN2C(=N)/C(=C\c3ccc(OC(=O)c4ccco4)cc3)C(=O)N=C2S1	2	-16	6	-5	-12	-2	-4	18	-8
Cc1ccc(S(=O)(=O)NCCC(=O)NCC(c2cccs2)N(C)C)cc1C (centres undefined)	4	7	3	·	·	1	4	7	1
COc1ccc(C(=O)N/N=C(\C)CC(=O)Nc2ccc(Cl)cn2)cc1	-1	-5	4	1	0	-7	1	-1	-4
O=C1CN2C(=N1)N(Cc1ccccc1)c1ccccc12	3	2	7	1	1	1	2	1	4
Cc1ccc(C(=O)/C=C/c2ccc3ncccc3c2)cc1	5	-5	6	-6	-8	0	-5	0	1
Cc1oc(/N=C/c2ccc(O)cc2O)c(C#N)c1C	9	1	5	-11	7	3	0	0	-2
Cc1cc(=O)[nH]c(N/N=C/c2c(F)c(F)c(F)c(F)c2F)n1	-2	2	-3	1	0	-2	3	3	1
CO[C@H]1C=CO[C@@]2(C)Oc3c(C)c(O)c4c(O)c(c(C=NN5CCN(C)CC5)c(O)c4c3C2=O)NC(=O)C(C)=CC=C[C@H](C)[C@H](O)[C@@H](C)[C@@H](O)[C@@H](C)[C@H](OC(C)=O)[C@@H]1C	19	1	3	5	77*	-5	10	31*	-2
O=C(O)c1ccc(S(=O)(=O)c2ccc3c(c2)C(=O)N(c2ccc(Br)cc2)C3=O)cc1	-3	-1	5	0	8	-2	-9	4	1
Nc1c(Cl)cc(-c2csc(N3CCCC3c3nc4cc(Cl)c(Cl)cc4n3CCOCCO)n2)cc1Cl (centres undefined)	10	1	2	5	0	0	-7	8	-6
COC(=O)c1ccc(CSc2nncn2N)cc1	5	-2	5	-2	61*	2	0	-1	0
Cc1ccc(/C=N/Nc2ccnc3cc(Cl)ccc23)c(C)c1	20	35*	10	16	-9	0	9	19	1
Cc1nc2c(C)cccn2c(=O)c1NC(=O)c1cccs1	-6	7	-2	-2	12	0	-4	5	2
O=C(Nc1nccs1)c1cncc(Br)c1	10	-2	5	-7	-2	-5	9	1	2
Cc1ccc(CNC(=O)C2(C(F)(F)F)C/C(=C\Cc3ccccc3)CCCO2)o1 (centres undefined)	9	-2	4	-5	7	-2	4	7	-3
CC1CN(C(=O)c2ccc(NS(=O)(=O)c3ccc(F)cc3)cc2)CC(C)O1 (centres undefined)	2	0	4	1	-4	2	-1	3	-2
Cc1cccc(NC(=O)CCCc2ccccc2)c1C	0	0	4	1	11	-1	-1	5	3
Cc1nc(CS(=O)(=O)c2ccccc2)cc(N2CCN(c3ccccc3F)CC2)n1	-1	-4	2	-4	1	1	-2	6	-2
CCc1nc2ccc(C(=O)N3CCN(c4ccccc4)CC3)cc2nc1CC	1	-2	4	2	4	-2	2	7	1
O=C(CS(=O)CC(=O)N(CC(=O)NC1CCCC1)c1ccc2c(c1)OCCO2)Nc1ccc(F)cc1 (centres undefined)	1	4	4	1	-4	5	-1	-5	2
O=C(CCN1CCOCC1)NNC(=O)/C(=C/c1ccccc1)NC(=O)c1ccccc1	4	-5	3	-8	6	-4	-6	1	0
O=C(Nc1ccc2c(c1)CCC2)c1ccc(F)cc1	4	1	2	3	0	-1	2	2	0

Three compounds out of the list above, sorted by the number in PAFAH1B3 inh, largest number first.
Structure	PAFAH1B3 inh
Nc1c(Cl)cc(-c2csc(N3CCCC3c3nc4cc(Cl)c(Cl)cc4n3CCOCCO)n2)cc1Cl (centres undefined)	10
CC1CN(C(=O)c2ccc(NS(=O)(=O)c3ccc(F)cc3)cc2)CC(C)O1 (centres undefined)	2
O=C(CS(=O)CC(=O)N(CC(=O)NC1CCCC1)c1ccc2c(c1)OCCO2)Nc1ccc(F)cc1 (centres undefined)	1

Following part.
SMILES	PAFAH1B3 inh	PME-1 primary	PAFAH1B2 FP inh	Fam108B counter	GSTO1 inh	PAD4 inh	PAFAH2 FP inh	pPAFAH inh	LYPLA1 inh
O=C(OCC(=O)N1CCCc2ccccc21)c1cc(Br)ccc1O	3	-2	-1	4	-8	2	5	-2	1
Cc1nc(-c2ccc(C(=O)Nc3cccc(Br)c3)cc2)cs1	-8	-14	0	-4	-2	-2	-16	-15	-15
Cc1ccc(C)c(N(C(=O)CNC(=O)c2ccco2)C(C(=O)NC2CCCCC2)c2cccnc2)c1 (centres undefined)	-2	-4	3	1	-4	-1	5	0	2
O=C(Nc1nccs1)c1nc[nH]c1C(=O)N1CCN(c2ccccc2)CC1	5	·	6	·	·	-5	3	-2	·
CC(=O)N/C(=C\c1ccccc1Cl)C(=O)O	9	-5	2	6	4	4	-3	5	0
COc1cccc(NC(=O)N2CCC(NC(=O)c3ccco3)CC2)c1	-2	-1	4	1	3	3	-2	3	2
COc1cccc(CNS(=O)(=O)c2cn(C)cn2)c1	2	-4	-3	2	13	-4	7	5	-3
C[n+]1ccn(CC(=O)c2cc(C(C)(C)C)c(O)c(C(C)(C)C)c2)c1	-6	-2	1	4	7	-5	-1	1	-1
COc1ccc(-c2nc3c(c(SCC(=O)N4CCCC4)n2)COC(C)(C)C3)cc1	-4	1	-1	4	1	0	6	-3	-3
CC1(C)CC(=O)C/C(=N/NC(=O)CCCOc2ccc(Cl)cc2Cl)C1	8	-2	3	-4	0	-2	1	10	-2
COc1cc2c(cc1OC)C(c1ccc(C)o1)CC(=O)N2 (centres undefined)	1	-3	5	-6	2	5	-1	-1	1
COc1ccc(N2C(=O)C(C)C(Cc3ccc(C)cc3)C2=O)cc1 (centres undefined)	0	2	3	3	10	3	-1	2	2
O=C(c1ccco1)N1CCN(S(=O)(=O)c2ccc3c(c2)CCN3C(=O)C2CCC2)CC1	1	4	-1	-1	1	3	0	0	7
Cc1cc(NC(=O)CSc2nc3cc(Cl)ccc3o2)no1	1	-5	-10	-2	5	-2	-3	6	1
C=CCn1c(SCCOc2ccc(OC)cc2)nnc1C(C)NC(=O)c1ccc(OC)cc1 (centres undefined)	4	-5	2	-3	5	0	2	-3	-1
COCCN(CCOC)S(=O)(=O)c1ccc(C(=O)Nc2sc3c(c2C(N)=O)CCCCC3)cc1	-1	-4	1	-1	2	5	-1	8	2
CC(=O)NC(Cc1ccccc1F)C(=O)NC1CCN(C(=O)Nc2ccc(C)cc2)CC1 (centres undefined)	3	1	6	6	-2	2	-6	0	-3
CCCNS(=O)(=O)c1cccc(C(=O)OCc2cc(=O)oc3cc(OC)ccc23)c1	-3	12	0	-5	2	3	5	6	-5
COC(=O)c1ccc(/C=C(\C#N)c2ccccn2)cc1	8	-4	9	1	-3	-1	4	8	0
COC(=O)c1nc2nc(-c3cccs3)cc(C(F)(F)F)n2n1	1	-1	1	8	0	-10	13	6	0
Cc1cc(OC(=O)c2ccc(S(=O)(=O)N(C)C)cc2)cc(=O)o1	4	-5	5	1	9	-1	4	0	1
O=S(=O)(Nc1ncccn1)c1ccc(NS(=O)(=O)c2cc(Cl)ccc2Cl)cc1	2	3	-1	1	11	-1	-3	2	0
COc1cccc(-n2c(CN3CCN(c4cccc(C)c4)C(C)C3)nc3ccc([N+](=O)[O-])cc3c2=O)c1 (centres undefined)	4	3	-3	1	0	3	8	3	-1
COc1ccc(C2C(=O)N(C3CCCCC3)CC(=O)N2Cc2ccc3c(c2)OCO3)cc1 (centres undefined)	2	5	-1	-1	25	0	0	2	1
CC1N(O)C(c2ccc(Cl)cc2Cl)N(O)C1(C)C (centres undefined)	4	-5	2	-3	7	0	-6	0	0
CC(C)Oc1ccc(C(=O)NCc2ccco2)cc1	1	1	-2	5	8	-3	2	-1	-1
O=C(Nc1ccccc1N1CCOCC1)c1ccco1	2	2	-4	2	5	0	5	3	-3
O=C1CC(c2ccccc2)CC(O)=C1C=NCCN1CCOCC1 (centres undefined)	9	2	2	1	2	-1	3	8	1
COc1cc(NC(=O)CN2C(=O)C(c3ccccc3)=NC2(C)C)cc(OC)c1	-1	2	5	-2	-3	-1	-7	2	-4
COC(=O)N/N=C/c1cn(Cc2c(Cl)cccc2Cl)c2ccccc12	2	8	-1	6	3	4	4	12	0
CC(=O)Nc1c2c(nn1-c1cccc(Cl)c1)CS(=O)(=O)C2	3	9	2	2	0	-3	4	2	2
CC1(C(=O)O)Cc2ccccc2C(=O)O1 (centres undefined)	8	-12	3	2	4	-5	-4	1	-5
O=C(NCc1nnc(SCC(=O)N2CCOCC2)o1)c1c(F)cccc1F	0	0	0	-3	-4	-2	-2	4	2
COc1ccc(NC(=O)CN2CCN(CC#N)CC2)cc1	2	-7	2	-1	4	1	-2	9	-1
COc1ccc(CCNC2=C(Cl)C(=O)N(Cc3ccccc3)C2=O)cc1OC	-15	4	-7	-1	18	2	-5	2	-6
Cc1[nH]c2ccccc2c1Cc1nnc(SCC(N)=O)o1	2	1	5	0	10	-1	0	0	6
Cc1nn(C)c(C(=O)N/N=C/c2ccc(-c3ccccc3)cc2)c1Cl	6	0	1	1	3	-1	2	0	-2
CN(C)S(=O)(=O)c1ccc(NC(=O)COC(=O)C2COc3ccccc3O2)cc1 (centres undefined)	10	-2	-7	2	4	-3	-3	2	0
C/C(=N\NC(=O)CNC(=O)c1ccccc1F)c1ccco1	-10	-5	-1	0	-4	-1	11	3	1
CN(C)S(=O)(=O)c1ccc(N2CCCC2)c(C(=O)N2CCN(S(=O)(=O)c3ccccc3F)CC2)c1	3	7	3	3	8	-3	3	0	2
Cc1nnc(SCc2ccc3c(c2)OCO3)s1	1	-3	5	-5	1	-4	-4	4	0
CC(C)(C)c1ccc(C(=O)Nc2ccccc2C(=O)NCCN2CCOCC2)cc1	3	-3	8	5	4	4	-5	4	0
CC1CCCC(C)N1C(=O)COC(=O)c1cc(-c2cccs2)nn1-c1ccccc1 (centres undefined)	-5	1	9	2	-1	-2	-2	5	-2
COc1cccc(C2CC(c3cccs3)=NN2C(=O)c2ccco2)c1O (centres undefined)	6	5	13	-2	0	3	0	2	1
CC1CC(=O)N(c2ccc(NCc3ccccc3Cl)c([N+](=O)[O-])c2)C1=O (centres undefined)	5	8	6	15	2	6	-1	3	2
